GPR151 ag: human GPR151 activation; activation, % at 11.2 µM; AID 1508602; 1% of 650,000 active; PathHunter beta-arrestin GPR151 cells, luminescence; in the data active = activation above about 4.9%;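 note: 0% = median of compound wells and 100% = cells with positive control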
Target sequence (Q8TDV0 whole entry, looked up): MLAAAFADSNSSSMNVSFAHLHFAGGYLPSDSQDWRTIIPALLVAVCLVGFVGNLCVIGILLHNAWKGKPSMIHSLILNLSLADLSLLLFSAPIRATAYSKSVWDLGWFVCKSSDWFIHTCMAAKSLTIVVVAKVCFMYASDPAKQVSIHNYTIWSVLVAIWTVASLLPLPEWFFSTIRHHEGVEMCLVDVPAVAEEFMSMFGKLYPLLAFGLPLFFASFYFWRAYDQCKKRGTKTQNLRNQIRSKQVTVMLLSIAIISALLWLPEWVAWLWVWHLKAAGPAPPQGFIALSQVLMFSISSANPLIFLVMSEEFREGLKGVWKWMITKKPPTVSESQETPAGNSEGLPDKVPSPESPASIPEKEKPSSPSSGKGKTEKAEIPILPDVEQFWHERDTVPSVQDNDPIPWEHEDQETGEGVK
TEAD-YAP block: TEAD-YAP interaction inhibition; HEK-TIYL cells, TEAD-Gal4/YAP UAS-luciferase luminescence; inhibition, % at 9.12 µM; 1.4% of 640,000 active; in the data active = inhibition above about 32%;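 note: 0% = median of test compound wells and 100% = reference inhibitor wells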
FBW7 act: human FBW7 E3 ligase activation, primary screen | normalized activity (activation), % at 26.1 µM | 0.13% of 650,000 active | AlphaScreen FBW7–phospho-cyclin E peptide binding, activator screen; in the data active = normalized activity above about 1.9%;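 note: purified mutant Fbw7 with reduced substrate affinity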
MITF primary: human MITF inhibition, primary screen | O75030 | AlphaScreen MITF homodimerization, bead proximity signal | inhibition, % at 2.6 µM | 0.91% of 650,000 active | AID 1259374; in the data active = inhibition above about 50%;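 note: 0% = vehicle wells with protein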
Target sequence (O75030 whole entry, looked up): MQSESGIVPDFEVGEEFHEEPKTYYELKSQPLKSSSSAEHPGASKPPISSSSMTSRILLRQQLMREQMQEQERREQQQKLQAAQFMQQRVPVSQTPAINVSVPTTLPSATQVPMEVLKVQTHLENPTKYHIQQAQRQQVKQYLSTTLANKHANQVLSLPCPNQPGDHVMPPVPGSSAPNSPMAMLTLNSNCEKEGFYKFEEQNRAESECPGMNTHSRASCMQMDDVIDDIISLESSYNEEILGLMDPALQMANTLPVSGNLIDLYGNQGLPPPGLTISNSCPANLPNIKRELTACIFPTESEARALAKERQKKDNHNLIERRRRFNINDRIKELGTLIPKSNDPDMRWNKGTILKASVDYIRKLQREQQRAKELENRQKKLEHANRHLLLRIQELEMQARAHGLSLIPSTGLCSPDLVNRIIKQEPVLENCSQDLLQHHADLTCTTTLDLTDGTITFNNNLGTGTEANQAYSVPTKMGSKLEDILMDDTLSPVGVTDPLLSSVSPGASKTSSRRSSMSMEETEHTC
Active calls of the source: *.

canonical_smiles	GPR151 ag	TEAD-YAP block	FBW7 act	MITF primary
COc1ccccc1NC(=O)CSc1nnc(C(C)NC(=O)c2ccccc2)n1C (centres undefined)	-0.1	-2	-0.1	7
CCC(C)Oc1ccc(/C=C/c2nc(O)c([N+](=O)[O-])c(=O)[nH]2)cc1OC (centres undefined)	0.0	-8	-0.1	0
CCOC(=O)c1cnc2nc(NCc3ccc(Cl)cc3)[nH]n2c1=O	-0.7	-6	-0.1	-8
CCOC(=O)C1CCN(C(=O)c2nn(-c3ccc(OC)cc3)c(=O)c3ccccc23)CC1	0.5	0	0.1	3
CC1=NN(c2ccccc2)C(=O)/C1=C/c1cccc([N+](=O)[O-])c1	0.6	1	0.1	21
O=C(NCc1ccccc1)c1cc(N2CCN(Cc3ccc4c(c3)OCO4)CC2)nc2ccccc12	-1.5	4	0.1	-13
COc1ccc(CN2CCCN(Cc3ccc(OC)cc3)C2c2cc(Cl)cc(Cl)c2O)cc1	1.7	10	-0.1	0
O=C(NC(C(=O)NC1CCCCC1)C12CC3CC(CC(C3)C1)C2)c1ccccc1 (centres undefined)	-0.6	4	-0.1	0
Cc1cc(O)ccc1N1C(=O)c2cc([N+](=O)[O-])cc3cc([N+](=O)[O-])cc(c23)C1=O	-1.1	2	-0.5	18
CN1CCN(c2ccc(-c3ccc(C(=O)NCc4cccc(C(F)(F)F)c4)s3)cc2)CC1	1.6	15	-0.1	-1
CCc1nc2sc3c(c2c(=O)[nH]1)CCCCC3	-0.5	-3	0.6	6
C=CCN1C(=O)/C(=c2/sc3nc4ccccc4n3c2=O)c2ccccc21	-0.4	0	0.0	1
NC(=O)c1ccc(NC(=O)c2cc(C(F)(F)F)cc(C(F)(F)F)c2)cc1	-1.0	-13	-0.1	-2
CC1(C)N([O-])c2ccccc2[N+]1=O	-1.4	-23	-0.6	-8
O=Cc1ccccc1OC/C=C/COc1ccccc1C=O	0.9	3	0.0	15
N#CCCNc1cc(-c2cccc(C(F)(F)F)c2)nc(-c2cccnc2)n1	0.2	4	0.0	104*
CC1Cc2ccccc2N1S(=O)(=O)c1nnc(NC(=O)c2ccccc2Cl)s1 (centres undefined)	1.2	4	-0.1	-11
O=C(N[C@@H]1CCN(C(=O)c2cnccc2Nc2ccc(Cl)c(F)c2)C1)[C@H](O)c1ccccc1Cl	0.0	11	0.1	6
CCOC(=O)CCN(Cc1c(Cl)cccc1Cl)S(=O)(=O)c1ccc(OC)cc1	0.4	5	0.0	14
COC(=O)Nc1nc(-c2ccccc2)c(C)s1	-1.0	-24	-0.1	-10
C=CCOC(=O)C1=C(C)NC(=S)NC1c1cc(Br)ccc1OC (centres undefined)	0.3	9	-0.1	-6
CCS(=O)(=O)N1CCN(c2ccc([N+](=O)[O-])cc2Cl)CC1	0.6	9	0.2	0
O=C(c1nn2c(c1Cl)NC(c1cccs1)CC2C(F)(F)F)N1CCCc2ccccc21 (centres undefined)	1.4	19	0.1	2
CC(C)=C(NC(=O)c1ccccc1)C(=O)N/N=C/c1coc2ccccc2c1=O	0.7	2	0.0	-14

Part of the list above, with values under each structure:
Results follow in this order: GPR151 ag, TEAD-YAP block, FBW7 act, MITF primary
CCOC(=O)CCN(Cc1c(Cl)cccc1Cl)S(=O)(=O)c1ccc(OC)cc1
    0.4, 5, 0.0, 14
C=CCOC(=O)C1=C(C)NC(=S)NC1c1cc(Br)ccc1OC (centres undefined)
    0.3, 9, -0.1, -6

(cont.)
canonical_smiles	GPR151 ag	TEAD-YAP block	FBW7 act	MITF primary
COC(=O)c1c(NC(=O)c2ccccc2OC)sc(C)c1C	-0.2	11	0.3	7
COc1ccc(C(=O)OCC(=O)c2ccc(C)c(C)c2)cc1	0.6	11	0.0	-16
CN(C)c1ccc(/C=C/CN2CCC(C3(C)NC(=O)NC3=O)CC2)cc1 (centres undefined)	1.2	-22	0.2	-4
Cc1c(C(=O)N2CCN(c3ccccc3)CC2)sc2ncn(CC(=O)Nc3cccc(C(F)(F)F)c3)c(=O)c12	-0.6	-2	-0.3	3
O=C1CCCCC1Oc1ccc2c3c(c(=O)oc2c1)CCC3 (centres undefined)	0.0	-23	0.1	14
O=C(Nc1ccc(Cl)cc1Cl)c1cccs1	-0.6	-28	0.1	-14
O=C(CSc1nnc(-c2ccc(Cl)cc2)o1)N1CCOCC1	-0.4	-45	-0.6	1
C/C(=N/NC(=O)c1cccs1)c1ccc(Cl)cc1	-3.0	-55	0.0	10
CCOc1ccc(-n2c(CNC(=O)c3ccco3)nnc2SCC(=O)Nc2cc(C)ccc2C)cc1	0.1	-2	-0.1	0
Cc1ccccc1Cn1cnc2sc3c(c2c1=O)CCCC3	-0.1	51*	0.1	3
CCOC(=O)c1ccc(NC(=O)c2ccccc2SC)cc1	-0.4	-41	0.1	-14
NC(=O)c1ccc(NC(=O)CN2CCN(c3ccccc3O)CC2)cc1	-1.1	-3	0.2	13
CCOc1cccc(C(=O)NC(=S)Nc2ccccc2C(N)=O)c1	-1.1	-34	-0.2	-15
O=[N+]([O-])c1cccc(-c2nc(-c3ccc(Cl)cc3)no2)c1	0.9	-8	0.0	3
Nc1nc(SCC(=O)C23CC4CC(CC(C4)C2)C3)n[nH]1	-0.8	8	0.1	2
Cc1ccc2c(CN3C(=O)NC(C)(c4ccc(Cl)cc4)C3=O)cc(=O)oc2c1 (centres undefined)	0.9	8	-0.1	-6

Four records picked at random from the list so far, as already listed:
canonical_smiles	GPR151 ag	TEAD-YAP block	FBW7 act	MITF primary
Cc1ccccc1Cn1cnc2sc3c(c2c1=O)CCCC3	-0.1	51*	0.1	3
Nc1nc(SCC(=O)C23CC4CC(CC(C4)C2)C3)n[nH]1	-0.8	8	0.1	2
NC(=O)c1ccc(NC(=O)CN2CCN(c3ccccc3O)CC2)cc1	-1.1	-3	0.2	13
CCOc1ccc(-n2c(CNC(=O)c3ccco3)nnc2SCC(=O)Nc2cc(C)ccc2C)cc1	0.1	-2	-0.1	0

(further entries)
canonical_smiles	GPR151 ag	TEAD-YAP block	FBW7 act	MITF primary
COc1ccc(C2(C)CCc3oc4ccccc4c3-c3oc(C)cc32)cc1 (centres undefined)	1.6	-2	-0.1	4
CN(C(=O)COC(=O)CN1C(=O)c2cccc([N+](=O)[O-])c2C1=O)c1ccccc1	0.4	-12	0.0	-1
COc1ccc(Cl)cc1C(=O)Nc1cccc(C)n1	-1.0	-16	0.1	-2
COC(CN(C)C(=O)c1ccc2c(c1NCCO)C(=O)c1ccccc1C2=O)OC	-1.8	-5	-0.6	13
COc1ccc(Nc2nnc(-c3cc4cccc(OC)c4oc3=O)s2)cc1	2.2	-2	-0.1	-12
CCCCOc1cccc(OCCCC)c1C(=O)NCC1COc2ccccc2O1 (centres undefined)	0.1	-2	0.2	0
COc1ccc(CNC(=O)c2cc(Nc3ccccc3)ccn2)cc1	3.3	10	0.0	-1
CCCCC(=O)Nc1nnc(Cc2ccccc2F)s1	-0.5	-20	0.0	3
CC1CN(Cc2ccncc2)Cc2cc(Cl)ccc2O1 (centres undefined)	2.2	6	0.6	27
CC(C)(CO)CNC(=O)CN1Cc2ccccc2OC(c2ccccc2F)C1 (centres undefined)	0.1	12	-0.2	2
O=C(O)c1cccc(S(=O)(=O)Nc2ccc(NC(=O)c3ccccc3)cc2)c1	-0.4	-8	1.1	13
Cc1ccc(-c2ocnc2C(=O)Nc2ccccc2NC(=O)c2ccccn2)cc1	-0.7	-1	-0.1	-6
O=C1NC(=O)/C(=C\c2ccc(F)cc2)N1	-2.0	0	-0.1	16
C[C@H]1C(=O)N2CCN(C(=O)c3cc(F)ccc3F)C[C@@H]2C(=O)N1C	-0.8	7	0.0	-5
CN1CCN(C(=O)c2ccc(-c3nc4ccc(C(=O)NCc5cccnc5)cc4s3)cc2)CC1	-1.4	6	0.0	-12
CCc1ccc(CN2C(=O)CCC2(C)C(=O)NC2CCCCC2)cc1 (centres undefined)	1.0	-15	0.0	-1
Cc1cc(C(=O)COC(=O)c2ccc([N+](=O)[O-])o2)c(C)n1-c1ccc2c(c1)OCO2	-0.9	4	-0.3	17
Cc1nn(C)c(C)c1NC(=S)Nc1ccc(S(=O)(=O)Nc2ncccn2)cc1	1.0	-4	0.2	19
N#Cc1ccc(NC(=O)COC(=O)c2cccnc2Cl)cc1	-0.2	3	-0.1	4
COc1ccc(CNc2ncccc2N)cc1	-0.4	-21	0.0	17
CC1=Nc2ccc([N+](=O)[O-])cc2C1(C)C	0.7	-6	0.0	-7
O=C(CNC(=O)C1CCCCC1)NNC(=S)Nc1ccccc1	-1.0	6	0.8	-2
C/C(=N\NC(=O)c1nnn(-c2nonc2N)c1-c1cccc([N+](=O)[O-])c1)c1cccnc1	1.2	-9	-0.1	-4
COc1cccc(C2NC(=O)c3sc(=S)n(-c4ccccc4)c3N2)c1 (centres undefined)	0.6	7	-0.1	-11

Next part
mol | GPR151 ag | TEAD-YAP block | FBW7 act | MITF primary
CCOC(=O)Cc1csc(NC(=O)CSc2nc(C)cc(C)n2)n1 | 5.6* | -3 | -0.1 | -2
COc1ccc(/C(O)=C2\C(=O)C(=O)N(c3ccc(C(=O)O)cc3)C2c2ccccc2)cc1 (centres undefined) | 9.3* | -35 | 0.1 | 31
O=C1CCCN1c1ncc(S(=O)(=O)c2ccc([N+](=O)[O-])cc2)s1 | 0.7 | -3 | 0.0 | -3
COc1ccccc1N1C(=O)NC(=O)/C(=C/c2cc(OC)c(OC)c(OC)c2)C1=O | 0.2 | 4 | -0.2 | 3
O=C(Cc1n[nH]c(=O)c2ccccc12)N1CCC(c2ccncc2)CC1 | -0.1 | 9 | 0.4 | 3
CCOC(=O)c1nc(Nc2cc(C)ccc2O)c2ccccc2n1 | -0.1 | -11 | 0.0 | 5
Cc1cc(NC(=O)CSc2nnc(-c3cccs3)n2N)no1 | -0.4 | 0 | 0.3 | 5
COc1ccc(OC)c(NC(=O)Cn2cc(C(=O)c3ccccc3)c(=O)c3ccccc32)c1 | -1.0 | 9 | -0.1 | 4
COc1ccccc1/C=N\N=C(/N)c1ccccn1 | -4.1 | 56* | -1.2 | 19
COc1cccc(-n2c(SC)nnc2-c2ccccc2O)c1 | 0.8 | -1 | -0.1 | 26
COC(=O)c1c(NC(=O)c2cc3nc(-c4cccs4)cc(C(F)(F)F)n3n2)sc2c1CCCC2 | -0.2 | -8 | -0.1 | -5
Cc1cccc(CN2CCC3(CC2)NC(=O)N(Cc2ccc(Cl)cc2)C3=O)c1 | -0.7 | 2 | 0.0 | -1
O=C(CSc1nc2ccccc2o1)N1N=CCC1c1ccccc1 (centres undefined) | -0.8 | -18 | 0.1 | -2
NS(=O)(=O)c1ccc(NC(=S)NC2CCCc3ccccc32)cc1 (centres undefined) | -0.5 | 6 | 1.0 | 15
Cc1ccc(NC(=O)c2c(O)c3ccccc3n(C)c2=O)c(Br)c1 | -1.5 | 4 | -0.1 | 0
O=[N+]([O-])c1ccc2[nH]ccc(=S)c2c1 | -0.2 | 3 | -0.1 | 4
CC(NC(=O)c1cccnc1)C(c1cccs1)N1CCN(c2ccccc2)CC1 (centres undefined) | -0.4 | -5 | 0.0 | -1
FC(F)(F)c1nn2cc(-c3ccccc3)nc2s1 | -0.2 | -42 | -0.1 | -6
O=C(NCc1nnc2n1CCN(C(=O)CSc1ccccc1)CC2)C1CC1 | -0.1 | -10 | -0.2 | -3
CCOC(=O)c1ccc(NC(=O)CSc2nc3ccccc3c(=O)n2CCC(=O)NCCc2ccccc2)cc1 | 2.2 | 5 | 0.0 | -16
Cc1c(C(=O)NCC2CCCO2)sc2ncnc(N3CCOCC3)c12 (centres undefined) | 2.1 | -11 | -0.1 | -1
COC(=O)Cn1nc2c3c(C)c(C)sc3nc(C)n2c1=O | 1.8 | -1 | 0.2 | -6
Cc1cc2c(cc3c(=O)n(CC(=O)NCC(C)c4ccccc4)nc(C)n32)s1 (centres undefined) | -1.3 | 6 | 0.6 | 3
O=C(NCC12CC3CC(CC(C3)C1)C2)c1cnc(Cl)c(Cl)c1 | -1.8 | -7 | 0.0 | -12
Cc1cc(-c2ccccc2)nc(N/N=C/c2cccnc2)n1 | -0.8 | 7 | -0.1 | -2
CCC(C)NC(=O)c1nn2c(C(F)(F)F)cc(-c3ccc(Br)cc3)nc2c1Cl (centres undefined) | 1.0 | 4 | 0.0 | -1
COc1nc(NCCO)nc(-c2c(C)nn(C)c2C)n1 | 14* | 8 | 0.0 | 2
O=C(Cc1cccs1)NCc1ccccc1Cl | -1.5 | -38 | 0.0 | -9
CC(=O)c1c(C)[nH]c(C(=O)N2CCN(S(=O)(=O)c3ccccc3C#N)CC2)c1C | 0.3 | -6 | 0.1 | -14
Cc1cc(C)c(NC(=O)c2ccccc2[N+](=O)[O-])c(C)c1 | 0.2 | -6 | 0.1 | -2
Nc1nc(NCCOc2ccccc2)cc(-c2ccc(C(=O)NC3CC3)cc2)n1 | 0.3 | -9 | -0.1 | -5
Cc1ccc2c(c1)/C(=C/c1ccccc1C)C(=O)N2 | 1.2 | 11 | -0.1 | 4
O=C(O)c1cccc(N2C(=O)c3ccccc3C2=O)c1 | 0.7 | -1 | 0.7 | 1
COc1ccccc1[C@@H]1Nc2ccc(C(=O)O)cc2[C@@H]2C=CC[C@@H]21 | -0.4 | 16 | -0.1 | 28
COc1cc(C2CC(=O)Nc3ccc4ccccc4c32)cc(OC)c1O (centres undefined) | 0.7 | 9 | -0.1 | 14
O=C(c1ccc(N2CCCCC2)cc1)N1CCCC(c2nc(-c3ccncc3)n[nH]2)C1 (centres undefined) | -0.6 | 12 | -0.2 | 2
COc1ccc(/C=C2\C(=N)N3N=C(N4CCCC4)SC3=NC2=O)cc1 | 0.4 | -10 | -0.2 | 1

Assay outcomes from PubChem BioAssay.
